ssDAF-12 act – activates DAF-12 receptor from parasite S. stercoralis | HEK293 ssDAF-12/GRIP1 lit1-tk-luc reporter, luminescence; % of 3 µM dafachronic acid response | activation, % at 6.8 µM | actives 1% (n = 370,000) | AID 652126;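 active = activation above the mean over all tested compounds plus 3 SD, cut at about 0.9% in these data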;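 also: 0% = DMSO-only wells and 100% = 3 µM delta7-dafachronic acid wells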
NPR2 activator – GC-B (human) receptor activation. P20594. HEK293-GC-B cells, CNP EC30, cGMP TR-FRET; 0% at EC30 CNP, 100% saturating CNP. activation, % at 10 µM. actives 0.11% (n = 370,000). AID 1920062;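 active = activation at 10 µM reaching about 35% in either raw or pattern-adjusted values, limit read from the data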
FXN GAA850 act – frataxin GAA850 promoter activation. HEK293 lucGAA850 FXN promoter luciferase reporter, 24 h; percent of 10 µM SAHA response. activation, % at 6 µM. actives 0.56% (n = 360,000);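 active = activation above the average of all compounds screened plus 3 SD, cutoff fixed separately per campaign, cut at about 7.5% in these data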;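 also: 0% = DMSO wells and 100% = 10 µM SAHA wells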
hgDAF-12 ag – hgDAF-12 agonism, primary luciferase screen. activation, % at 6.8 µM. actives 1.8% (n = 370,000). AID 687014. HEK293 GAL4-hgDAF12 UAS-luciferase reporter, agonist luminescence; normalized to butyrate control;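 active = activation above a cutoff set at the mean of all screened compounds plus 3 SD, cut at about 10% in these data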;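 also: 0% = DMSO wells and 100% = sodium butyrate wells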
SMARCA2 act – SMARCA2 function activation, primary screen; activation, % at 9.1 µM; AID 652017; MG213 cells, MMTV-luciferase reporter, dexamethasone, overnight; actives 1% (n = 370,000); in the data active = activation above about 7.8%;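 also: 0% = vehicle wells and 100% = reference activator wells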
DAX1 inh-1 – inhibits human nuclear receptor DAX1 | HEK293 Gal4-DAX1 luciferase reporter, luminescence | AID 504766 | inhibition, % at 6.75 µM | actives 0.99% (n = 340,000);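 active = inhibition above the mean over all tested compounds plus 3 SD, cut at about 4.2% in these data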;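 also: 0% = DAX1-transfected cells with DMSO and 100% = empty-vector control cells with DMSO; inhibition shows as a rise in luminescence from relieved DAX1 repression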
Target sequence (P51843 207-470 limits assumed): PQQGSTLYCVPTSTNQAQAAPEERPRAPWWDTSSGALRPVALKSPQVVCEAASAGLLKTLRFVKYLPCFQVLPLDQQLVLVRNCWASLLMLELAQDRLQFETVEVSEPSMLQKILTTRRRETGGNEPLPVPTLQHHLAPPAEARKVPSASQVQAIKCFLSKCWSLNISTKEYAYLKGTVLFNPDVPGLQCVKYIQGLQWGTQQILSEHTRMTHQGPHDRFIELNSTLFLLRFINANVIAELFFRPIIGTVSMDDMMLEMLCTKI
HGIII-sPLA2 inh – Inhibits HGIII-sPLA2 liposome hydrolysis, primary screen | Q9NZ20 | QFRET BODIPY PC-A2 liposome hydrolysis, fluorescence | inhibition, % at 12.2 µM | actives 0.56% (n = 370,000);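 active = inhibition above mean plus 3 SD of compounds lying within the high and low control bounds, cut at about 19% in these data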;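 also: 0% = median of test compound wells and 100% = no enzyme DMSO wells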
Target sequence (Q9NZ20 whole entry, looked up): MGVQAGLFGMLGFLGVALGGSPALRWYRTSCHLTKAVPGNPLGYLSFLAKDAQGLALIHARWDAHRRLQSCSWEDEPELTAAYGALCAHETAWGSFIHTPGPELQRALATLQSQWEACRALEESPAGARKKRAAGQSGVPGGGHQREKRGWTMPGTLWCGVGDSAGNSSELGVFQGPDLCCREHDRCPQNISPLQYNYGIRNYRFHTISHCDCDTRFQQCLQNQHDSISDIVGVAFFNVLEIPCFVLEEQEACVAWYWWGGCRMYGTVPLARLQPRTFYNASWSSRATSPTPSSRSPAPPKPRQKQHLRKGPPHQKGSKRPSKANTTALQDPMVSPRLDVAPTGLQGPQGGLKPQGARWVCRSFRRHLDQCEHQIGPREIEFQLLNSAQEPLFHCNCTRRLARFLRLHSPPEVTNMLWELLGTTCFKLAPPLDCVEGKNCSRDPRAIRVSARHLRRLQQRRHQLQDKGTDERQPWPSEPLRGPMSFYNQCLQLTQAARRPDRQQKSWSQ
NPR1 activator – GC-A (human) enzyme activation; P16066; HEK293 GC-A cells, cGMP TR-FRET, EC30 ANP; 0% at EC30 ANP, 100% saturating ANP; activation, % at 10 µM; actives 0.14% (n = 370,000); in the data active = activation above about 40%
DAX1 inh-2 – DAX1 (NR0B1) inhibition, primary screen | HEK293T StAR-luciferase reporter, SF-1/DAX-1 repression relief | inhibition, % at 6.8 µM | actives 1.1% (n = 370,000) | AID 652010;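 active = inhibition above the mean over all tested compounds plus 3 SD, cut at about 3.6% in these data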;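 also: 0% = DAX-1 cells with DMSO and 100% = cells lacking DAX-1 with DMSO; higher inhibition means more luminescence from relief of DAX-1 repression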
KLK7 zymogen act – activates the human kallikrein-7 zymogen. activation, % at 7 µM. AID 652039. P49862. actives 0.9% (n = 370,000). purified proKLK7, EDANS-DABCYL substrate fluorescence; 100% is mature enzyme control, 0% vehicle;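 active = activation above the mean of all tested compounds plus 3 SD, computed per campaign excluding outliers beyond control limits, cut at about 13% in these data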
Target sequence (P49862 whole entry, looked up): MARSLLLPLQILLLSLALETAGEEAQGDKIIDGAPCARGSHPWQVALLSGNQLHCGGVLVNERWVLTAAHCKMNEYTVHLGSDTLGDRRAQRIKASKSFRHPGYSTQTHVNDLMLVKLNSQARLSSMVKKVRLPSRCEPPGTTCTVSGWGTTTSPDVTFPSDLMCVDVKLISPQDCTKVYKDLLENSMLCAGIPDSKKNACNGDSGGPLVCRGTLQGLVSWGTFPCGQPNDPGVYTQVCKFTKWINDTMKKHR
hcDAF-12 act – H. contortus DAF-12 activation, primary screen; activation, % at 6.8 µM; actives 1.4% (n = 370,000); AID 652067; HEK293 hcDAF-12 lit1-tk-luc reporter, luminescence; 0% DMSO, 100% Δ7-dafachronic acid;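 active = activation above the mean of all tested compounds plus 3 SD, cut at about 5.5% in these data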;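 also: 100% = response to 3 µM Δ7-dafachronic acid high control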
Numbers without * were called inactive.

How did O=C(c1cc([N+](=O)[O-])ccc1N1CCOCC1)N1CCN(S(=O)(=O)c2cc(Cl)ccc2Cl)CC1 do in these assays?
ssDAF-12 act: -1.0; NPR2 activator: -8; FXN GAA850 act: -0.9; hgDAF-12 ag: 0.2; SMARCA2 act: 3; DAX1 inh-1: -1.0; HGIII-sPLA2 inh: 1; NPR1 activator: -11; DAX1 inh-2: 0.6; KLK7 zymogen act: -0.1; hcDAF-12 act: -0.9

How did Cc1cccc2c1CC(C)(C)N=C2C1=C(O)CCCC1=O do in these assays?
ssDAF-12 act: -0.5; NPR2 activator: 3; FXN GAA850 act: 0.0; hgDAF-12 ag: 1.2; SMARCA2 act: -2; DAX1 inh-1: -0.1; HGIII-sPLA2 inh: 4; NPR1 activator: 4; DAX1 inh-2: 0.4; KLK7 zymogen act: 0.1; hcDAF-12 act: 2.9

Results for CC(=O)Nc1cccc(-c2csc(N)n2)c1 ?
ssDAF-12 act: -1.2; NPR2 activator: -6; FXN GAA850 act: -0.1; hgDAF-12 ag: 1.8; SMARCA2 act: 1; DAX1 inh-1: -0.7; HGIII-sPLA2 inh: 0; NPR1 activator: 3; DAX1 inh-2: -0.3; KLK7 zymogen act: 0.0; hcDAF-12 act: -0.7

What do the screens show for `O=C1CC(c2ccccc2)CC(O)=C1C=NCc1ccco1` (stereo not given)?
ssDAF-12 act: -0.2; NPR2 activator: 0; FXN GAA850 act: 0.3; hgDAF-12 ag: 2.9; SMARCA2 act: 0; DAX1 inh-1: 0.2; HGIII-sPLA2 inh: -3; NPR1 activator: 2; DAX1 inh-2: 0.9; KLK7 zymogen act: 0.6; hcDAF-12 act: -1.1

What do the screens show for `Cc1cc(C)n2nc(SCC(=O)NC(=O)c3ccc(OC(F)F)cc3)nc2n1`?
ssDAF-12 act: -1.1; NPR2 activator: -6; FXN GAA850 act: -0.1; hgDAF-12 ag: -0.5; SMARCA2 act: -1; DAX1 inh-1: -0.5; HGIII-sPLA2 inh: 1; NPR1 activator: -3; DAX1 inh-2: -0.6; KLK7 zymogen act: 0.1; hcDAF-12 act: -0.1

How did CC(NC(=O)c1ccc2c(c1)OCO2)C(c1cccs1)N1CCOCC1 (stereo not given) do in these assays?
ssDAF-12 act: -2.0; NPR2 activator: 0; FXN GAA850 act: 1.9; hgDAF-12 ag: 0.2; SMARCA2 act: -2; DAX1 inh-1: 0.5; HGIII-sPLA2 inh: 0; NPR1 activator: -2; DAX1 inh-2: -0.4; KLK7 zymogen act: 0.2; hcDAF-12 act: -1.4

Results for Cc1c(OCC(=O)N2CCC(C(=O)O)CC2)ccc2c1oc(=O)c1ccccc12 ?
ssDAF-12 act: -0.8; NPR2 activator: -7; FXN GAA850 act: -1.8; hgDAF-12 ag: -2.1; SMARCA2 act: 1; DAX1 inh-1: 4.0; HGIII-sPLA2 inh: 3; NPR1 activator: 4; DAX1 inh-2: 0.6; KLK7 zymogen act: -6.0; hcDAF-12 act: -1.2

What do the screens show for `O=c1[nH]c(=S)[nH]c2c1CN(Cc1ccc(F)cc1)CC2`?
ssDAF-12 act: -1.3; NPR2 activator: 2; FXN GAA850 act: 1.6; hgDAF-12 ag: 0.5; SMARCA2 act: 4; DAX1 inh-1: 0.3; HGIII-sPLA2 inh: 6; NPR1 activator: -2; DAX1 inh-2: 0.4; KLK7 zymogen act: 0.2; hcDAF-12 act: 2.4

Results for CCCOc1ccc(CNC(=O)c2ccc3c(c2)N(CC)CCS3)cc1 ?
ssDAF-12 act: -1.6; NPR2 activator: 1; FXN GAA850 act: 0.1; hgDAF-12 ag: -4.0; SMARCA2 act: 0; DAX1 inh-1: 1.0; HGIII-sPLA2 inh: 6; NPR1 activator: -4; DAX1 inh-2: -1.4; KLK7 zymogen act: -7.3; hcDAF-12 act: 0.7

How did COc1ccc(OC)c(/C=C2\Oc3cc(OCC(=O)N4CCC(C(=O)O)CC4)ccc3C2=O)c1 do in these assays?
ssDAF-12 act: -1.0; NPR2 activator: -5; FXN GAA850 act: -2.5; hgDAF-12 ag: 0.6; SMARCA2 act: 0; DAX1 inh-1: 2.7; HGIII-sPLA2 inh: -2; NPR1 activator: 14; DAX1 inh-2: -1.2; KLK7 zymogen act: 0.4; hcDAF-12 act: 0.4

How did CCOc1cc(/C=C/C(=O)OCC(=O)NCC2CCCO2)cc(Cl)c1OC (stereo not given) do in these assays?
ssDAF-12 act: -1.4; NPR2 activator: -1; FXN GAA850 act: 1.6; hgDAF-12 ag: 2.6; SMARCA2 act: -2; DAX1 inh-1: 1.3; HGIII-sPLA2 inh: -3; NPR1 activator: -4; DAX1 inh-2: 2.6; KLK7 zymogen act: 1.7; hcDAF-12 act: 1.7

How did O=c1c2[nH]c3ccc(F)cc3c2ncn1CCN1CCOCC1 do in these assays?
ssDAF-12 act: -0.8; NPR2 activator: -5; FXN GAA850 act: 2.3; hgDAF-12 ag: -2.5; SMARCA2 act: -1; DAX1 inh-1: -0.4; HGIII-sPLA2 inh: -4; NPR1 activator: -7; DAX1 inh-2: 0.4; KLK7 zymogen act: 0.1; hcDAF-12 act: -0.7

What do the screens show for `O=C1CCCC/C1=C/Nc1ccc(C(=O)O)cc1`?
ssDAF-12 act: -1.1; NPR2 activator: -1; FXN GAA850 act: 3.5; hgDAF-12 ag: 3.9; SMARCA2 act: -1; DAX1 inh-1: 0.1; HGIII-sPLA2 inh: -2; NPR1 activator: -2; DAX1 inh-2: -0.3; KLK7 zymogen act: 0.6; hcDAF-12 act: -0.1

Results for COc1ccc(-c2cc(NC=O)c3ncc(-c4ccc(OC)c(OC)c4)n3c2)c(OC)c1 ?
ssDAF-12 act: -1.2; NPR2 activator: 23; FXN GAA850 act: -0.2; hgDAF-12 ag: -3.3; SMARCA2 act: 11*; HGIII-sPLA2 inh: -4; NPR1 activator: 24; DAX1 inh-2: 6.5*; KLK7 zymogen act: -0.6; hcDAF-12 act: -3.6

How did COc1ccc(-c2cc(=O)n(-c3nc4ccccc4[nH]3)[nH]2)cc1 do in these assays?
ssDAF-12 act: -0.3; NPR2 activator: -2; FXN GAA850 act: 1.2; hgDAF-12 ag: 3.8; SMARCA2 act: 8.4*; DAX1 inh-1: 0.2; HGIII-sPLA2 inh: 13; NPR1 activator: 1; DAX1 inh-2: 0.9; KLK7 zymogen act: -1.8; hcDAF-12 act: -0.1

Results for Cc1n[nH]c(=O)nc1NCc1ccco1 ?
ssDAF-12 act: -0.9; NPR2 activator: 1; FXN GAA850 act: 1.4; hgDAF-12 ag: -1.4; SMARCA2 act: 1; DAX1 inh-1: 0.9; HGIII-sPLA2 inh: 2; NPR1 activator: 2; DAX1 inh-2: 0.3; KLK7 zymogen act: -0.4; hcDAF-12 act: -2.0

What do the screens show for `CC(=O)OCC1=C(C(=O)O)N2C(=O)C(NC(=O)CCn3nc(C(F)(F)F)c(Br)c3C3CC3)C2SC1` (stereo not given)?
ssDAF-12 act: -1.6; NPR2 activator: -2; FXN GAA850 act: -0.9; hgDAF-12 ag: -2.2; SMARCA2 act: -2; DAX1 inh-1: -1.5; HGIII-sPLA2 inh: -11; NPR1 activator: -5; DAX1 inh-2: -0.1; KLK7 zymogen act: 0.4; hcDAF-12 act: 0.2

How did Cc1nnc(NC(=O)CSc2nc(C(C)C)nc3ccccc23)s1 do in these assays?
ssDAF-12 act: -1.5; NPR2 activator: -4; FXN GAA850 act: 1.1; hgDAF-12 ag: -2.8; SMARCA2 act: 2; DAX1 inh-1: 2.9; HGIII-sPLA2 inh: -5; NPR1 activator: 6; DAX1 inh-2: -0.3; KLK7 zymogen act: 0.5; hcDAF-12 act: -1.2

Results for O=C(Nc1ccc2[nH]c(=O)[nH]c2c1)c1cc(F)c(F)cc1Cl ?
ssDAF-12 act: -0.9; NPR2 activator: -4; FXN GAA850 act: 1.9; hgDAF-12 ag: -0.7; SMARCA2 act: 0; DAX1 inh-1: -0.3; HGIII-sPLA2 inh: -2; NPR1 activator: 2; DAX1 inh-2: 0.1; KLK7 zymogen act: -0.2; hcDAF-12 act: -0.3

What do the screens show for `COC(=O)c1ccccc1NC(=O)CN1CCC(n2nnc3cc(F)ccc32)CC1`?
ssDAF-12 act: -0.9; FXN GAA850 act: 0.4; hgDAF-12 ag: -0.9; SMARCA2 act: -4; DAX1 inh-1: 1.2; HGIII-sPLA2 inh: -1; DAX1 inh-2: -0.3; KLK7 zymogen act: 0.1; hcDAF-12 act: -1.2

Results for CCC1(c2ccc(F)cc2)NC(=O)N(CC(=O)Nc2cccnc2Cl)C1=O (stereo not given) ?
ssDAF-12 act: -1.4; NPR2 activator: 0; FXN GAA850 act: 1.0; hgDAF-12 ag: -1.1; SMARCA2 act: 0; DAX1 inh-1: -0.2; HGIII-sPLA2 inh: 15; NPR1 activator: 0; DAX1 inh-2: 3.4; KLK7 zymogen act: 0.5; hcDAF-12 act: -1.3

What do the screens show for `O=C(c1cnc2n(c1=O)CCS2)N1CCN(c2ccc([N+](=O)[O-])cc2)CC1`?
ssDAF-12 act: -1.2; NPR2 activator: 7; FXN GAA850 act: -2.2; hgDAF-12 ag: 2.1; SMARCA2 act: 0; DAX1 inh-1: -0.3; HGIII-sPLA2 inh: 3; NPR1 activator: 3; DAX1 inh-2: 0.1; KLK7 zymogen act: 0.0; hcDAF-12 act: -2.0

What do the screens show for `COC(=O)[C@]12C[C@H](CC(=O)NCc3cccs3)C(=O)N(CCC3=CCCCC3)C1=C[C@H](C(C)(C)C)O[C@@H]2C`?
ssDAF-12 act: -1.3; NPR2 activator: -1; hgDAF-12 ag: 1.4; SMARCA2 act: -1; HGIII-sPLA2 inh: 1; NPR1 activator: 2; DAX1 inh-2: -0.8; KLK7 zymogen act: -0.1; hcDAF-12 act: 0.7

How did Cc1ccccc1NC(=O)/C(=C\c1cccs1)NC(=O)c1ccco1 do in these assays?
ssDAF-12 act: -1.6; NPR2 activator: -1; FXN GAA850 act: -2.2; hgDAF-12 ag: -0.7; SMARCA2 act: -3; DAX1 inh-1: 0.2; HGIII-sPLA2 inh: 0; NPR1 activator: 3; DAX1 inh-2: 0.2; KLK7 zymogen act: 0.3; hcDAF-12 act: 1.6

What do the screens show for `COc1ccc(C)cc1N(CC(=O)Nc1cccnc1)S(=O)(=O)c1ccccc1`?
ssDAF-12 act: -1.4; NPR2 activator: 2; FXN GAA850 act: -0.9; hgDAF-12 ag: -0.1; SMARCA2 act: 4; DAX1 inh-1: 0.1; HGIII-sPLA2 inh: -3; NPR1 activator: -11; DAX1 inh-2: 0.0; KLK7 zymogen act: 0.6; hcDAF-12 act: -1.3

Results for CCC1CCc2c(sc(NC(C)=O)c2C#N)C1 (stereo not given) ?
ssDAF-12 act: -1.8; NPR2 activator: -3; FXN GAA850 act: 3.5; hgDAF-12 ag: -1.8; SMARCA2 act: -2; DAX1 inh-1: -0.5; HGIII-sPLA2 inh: 14; NPR1 activator: 3; DAX1 inh-2: -0.3; KLK7 zymogen act: -1.1; hcDAF-12 act: -0.5

High-throughput results from PubChem BioAssay.
